Source: PubChem BioAssay (National Center for Advancing Translational Sciences (NCATS))
D1 antag: human D1 dopamine receptor antagonism | AID 504652 | P21728 | HEK293 TREx D1 cells, calcium flux, dopamine EC80; hits give low values | actives 3.2% (n = 360,000) | activity change, negative = inhibition, % at 10 µM; in the data active = activity change below about -30%; note: % is set by controls: 0 for no effect and ±100 for the full control effect
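Tetracycline-induced HEK293 Trex D1 cells, force-coupled to calcium, dye-loaded; compounds added and read 180 s, then EC80 dopamine added and calcium flux tracked kinetically another 180 s.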
RXFP1 ag: activates the human relaxin receptor RXFP1; actives 0.3% (n = 370,000); AID 2676; HEK293T-RXFP1 cAMP TR-FRET, 30 min; response scale: percent of porcine relaxin response, buffer zero; Potency, µM (series often up to 57.5 µM), without a hit: at the top dose activation, hits mostly activators; active = well fitted activation curve with a large enough effect; inconclusive = small, poorly fitted or top-dose-only effect; note: potency is the fitted concentration of half-maximal effect; % is set by controls: 0 for no effect and ±100 for the full control effect; nearly all actives have a fitted effect of over 60% in size; many of its hits are not listed in these tables
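cAMP rise read by TR-FRET after 30 min, 37C compound exposure (up to 58 uM) in RXFP1-transfected HEK293 cells with Ro 20174 present. EC50 from Hill-equation fits, with 29 nM porcine relaxin as 100% and buffer as basal.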
D2 antag: antagonists of human D2 dopamine receptor | P14416 | HEK293 TREx D2 cells, calcium flux, dopamine EC80 | inhibition, % at 10 µM | actives 2% (n = 340,000) | AID 485344; in the data active = inhibition above about 30%; note: 0% is about no effect
Target sequence (P14416 whole entry, looked up): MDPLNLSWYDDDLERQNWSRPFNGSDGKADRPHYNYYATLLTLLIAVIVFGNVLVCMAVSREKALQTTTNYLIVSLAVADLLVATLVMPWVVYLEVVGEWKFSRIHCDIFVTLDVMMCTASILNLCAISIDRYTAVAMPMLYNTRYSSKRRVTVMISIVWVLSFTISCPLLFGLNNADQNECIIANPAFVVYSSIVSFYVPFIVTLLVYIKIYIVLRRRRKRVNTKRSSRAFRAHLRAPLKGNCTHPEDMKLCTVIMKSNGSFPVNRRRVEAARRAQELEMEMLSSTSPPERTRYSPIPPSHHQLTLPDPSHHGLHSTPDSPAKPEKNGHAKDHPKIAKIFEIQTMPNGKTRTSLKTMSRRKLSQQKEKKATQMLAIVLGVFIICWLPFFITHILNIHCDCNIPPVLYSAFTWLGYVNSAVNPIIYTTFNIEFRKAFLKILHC
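Antagonism is scored as inhibition of an EC80 dopamine-evoked calcium signal in a force-coupled, tetracycline-inducible HEK293 T-REx D2 line, with compound present 180 s before agonist.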
D1 agonist: human D1 receptor agonism | AID 504660 | HEK293 T-REx D1 cells, calcium flux, agonist mode | P21728 | actives 1% (n = 360,000) | activation, % at 2 µM; in the data active = activation above about 30%; note: 0% is about no effect
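Inducible HEK293 T-REx D1 cells, force-coupled to calcium signalling, were plated at 4000 cells/well with tetracycline and held overnight at 30 C. After no-wash calcium dye loading, compound-evoked calcium rise over 180 s flagged agonists.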
D1 PAM: human D1 dopamine receptor positive modulation. potentiation, % at 10 µM. actives 0.036% (n = 360,000). HEK293 TREx D1 cells, calcium flux, dopamine EC20 potentiation; in the data active = potentiation above about 30%; note: 0% is about no effect
TRHR enhancer: TRH receptor (human) allosteric enhancement; enhancement, % at 2 µM; AID 493056; actives 0.66% (n = 360,000); TRHR cells, fluo-8 calcium fluorescence, EC20 TRH enhancement; P34981; in the data active = enhancement above about 30%; note: 0% is about no effect
Target sequence (P34981 whole entry, looked up): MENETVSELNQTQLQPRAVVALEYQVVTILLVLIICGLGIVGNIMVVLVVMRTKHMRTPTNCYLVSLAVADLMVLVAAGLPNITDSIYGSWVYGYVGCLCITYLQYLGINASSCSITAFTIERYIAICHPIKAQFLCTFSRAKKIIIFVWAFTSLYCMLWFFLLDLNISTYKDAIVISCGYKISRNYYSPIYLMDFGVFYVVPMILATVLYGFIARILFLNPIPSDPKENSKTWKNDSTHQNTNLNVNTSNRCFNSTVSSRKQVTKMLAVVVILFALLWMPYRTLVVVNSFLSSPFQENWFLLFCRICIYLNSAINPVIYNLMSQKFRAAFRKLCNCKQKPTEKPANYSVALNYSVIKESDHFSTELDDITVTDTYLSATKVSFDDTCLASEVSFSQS
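TRHR-expressing cells loaded with fluo-8 calcium dye were read kinetically (ex 480/em 530) during compound addition, then stimulated with an EC20 of TRH (10 nM final). Enhancement of the Gq-mediated intracellular calcium response was scored.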
D2 potentiator: positive allosteric modulators of human D2 dopamine receptor. P14416. HEK293 T-REx D2, calcium flux, EC20 dopamine potentiation. potentiation, % at 10 µM. actives 0.34% (n = 340,000). AID 485347;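 active = potentiation over 3 SD above the plate norm, cut at about 30% in these data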; note: 0% is about no effect
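Tetracycline-induced Hek293 Trex D2 cells, force-coupled to calcium, loaded with no-wash calcium dye. Compound added with 180 s kinetic read for agonism, then EC20 dopamine and a further 180 s read for potentiation.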
RXFP1 antag: RXFP1 (human) relaxin receptor antagonism; Q9HBX9; HEK293-RXFP1, relaxin-stimulated cAMP HTRF, 30 min; hits give low values; activity change, negative = inhibition, % at 57.5 µM; actives 0.59% (n = 350,000);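 active = activity change of -60% or lower, but not beyond a set lower limit; inconclusive = change between -60% and -40%, or beyond the set limit; inactive = change above -40%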; note: % is set by controls: 0 for no effect and ±100 for the full control effect
D2 agonist: agonists of human D2 dopamine receptor; actives 0.53% (n = 340,000); P14416; HEK293 T-REx D2 cells, calcium flux agonist mode; activation, % at 2 µM;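 active = activation over 3 SD above normal in the single-dose calcium agonist read, cut at about 30% in these data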; note: 0% is about no effect
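Agonism scored from kinetic calcium signal (1 read/sec, 180 s) following compound pin transfer, after a 10 s baseline. Cells: HEK293 Trex line expressing inducible D2 receptor coupled to calcium, dye-loaded after overnight culture at 30 C.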
* marks the source's active call; other numbers are inactive results.

Start of the data: the first 2 compounds, to show the layout:
How did CC(=O)c1sc(NC(=O)c2cccc(N3C(=O)CCC3=O)c2)nc1-c1ccccc1 do in these assays?
D1 antag: 12.4; RXFP1 ag: inconclusive; D2 antag: -15.6; D1 agonist: 4.5; D1 PAM: -1.1; TRHR enhancer: -2.9; D2 potentiator: -5.0; RXFP1 antag: 3.8; D2 agonist: 0.1

How did O=C(Cn1nnc2c(cnn2-c2ccccc2)c1=O)N1CCN(c2ccccc2F)CC1 do in these assays?
D1 antag: 3.8; RXFP1 ag: 0.1%; D2 antag: -1.1; D1 agonist: 0.1; D1 PAM: -1.7; TRHR enhancer: 2.9; D2 potentiator: 8.5; RXFP1 antag: -8.5; D2 agonist: -0.3

This part in full, from the start:
How did CC(=O)c1sc(NC(=O)c2cccc(N3C(=O)CCC3=O)c2)nc1-c1ccccc1 do in these assays?
D1 antag: 12.4; RXFP1 ag: inconclusive; D2 antag: -15.6; D1 agonist: 4.5; D1 PAM: -1.1; TRHR enhancer: -2.9; D2 potentiator: -5.0; RXFP1 antag: 3.8; D2 agonist: 0.1

How did O=C(Cn1nnc2c(cnn2-c2ccccc2)c1=O)N1CCN(c2ccccc2F)CC1 do in these assays?
D1 antag: 3.8; RXFP1 ag: 0.1%; D2 antag: -1.1; D1 agonist: 0.1; D1 PAM: -1.7; TRHR enhancer: 2.9; D2 potentiator: 8.5; RXFP1 antag: -8.5; D2 agonist: -0.3

Results for Cc1cc(C)n2nc(C(=O)Nc3nccs3)nc2n1 ?
D1 antag: 3.7; RXFP1 ag: 1.4%; D2 antag: -0.8; D1 agonist: 0.4; D1 PAM: 1.6; TRHR enhancer: -2.5; D2 potentiator: 15.9; RXFP1 antag: 8.4; D2 agonist: -0.4

How did O=C(N/N=C/c1ccsc1)c1cc(-c2cccs2)nc2ccccc12 do in these assays?
D1 antag: -5.7; RXFP1 ag: 1.7%; D2 antag: 6.2; D1 agonist: 6.4; D1 PAM: -2.5; TRHR enhancer: -5.7; D2 potentiator: -15.5; D2 agonist: -0.8

Results for Cc1nc2ccccc2c(=O)n1-c1ccc(NS(=O)(=O)c2ccccc2)cc1 ?
D1 antag: 11.1; RXFP1 ag: -1.8%; D2 antag: 12.7; D1 agonist: 2.6; D1 PAM: 2.4; TRHR enhancer: -1.6; D2 potentiator: 16.5; RXFP1 antag: -4.7; D2 agonist: -0.9

What do the screens show for `CC(C)CN(C#N)c1nc(N2CCOCC2)nc(N2CCOCC2)n1`?
D1 antag: 1.7; RXFP1 ag: 1.5%; D2 antag: -9.7; D1 agonist: 2.3; D1 PAM: 0.8; TRHR enhancer: -4.6; D2 potentiator: -6.7; RXFP1 antag: 1.8; D2 agonist: 0.6

Results for CC1CCCC(C)N1S(=O)(=O)c1ccc(NC(=O)CNC2CCCC2)cc1 (configuration not stated) ?
D1 antag: 9.1; RXFP1 ag: -0.6%; D2 antag: 22.2; D1 agonist: 15.7; D1 PAM: -6.2; TRHR enhancer: -0.3; D2 potentiator: 0.8; RXFP1 antag: 3.3; D2 agonist: 1.1

How did O=C(Nc1ccc(NC(=O)c2ccc(Cl)cc2Cl)cc1)c1ccc2c(c1)OCO2 do in these assays?
D1 antag: -8.3; RXFP1 ag: 12.2%; D2 antag: 5.5; D1 agonist: 4.4; D1 PAM: -10.6; TRHR enhancer: 2.4; D2 potentiator: -7.8; RXFP1 antag: -0.3; D2 agonist: 0.9

How did CCNC(=O)c1ccc(NC(=O)CC2SC(N3CCCC3)=NC2=O)cc1 (configuration not stated) do in these assays?
D1 antag: 3.5; RXFP1 ag: 0.7%; D2 antag: 1.7; D1 agonist: 3.4; D1 PAM: 4.7; TRHR enhancer: 1.8; D2 potentiator: 16.4; RXFP1 antag: 1.1; D2 agonist: -1.8

Results for O=C(Nc1cccc(Cl)c1N1CCCC1)c1ccc([N+](=O)[O-])o1 ?
D1 antag: -5.1; RXFP1 ag: 0.4%; D1 agonist: 1.8; D1 PAM: -4.0; TRHR enhancer: -6.8; RXFP1 antag: -7.7

How did COC(=O)C(CCCN1C(=O)c2ccccc2C1=O)(NC(C)=O)c1nnn(C)n1 (configuration not stated) do in these assays?
D1 antag: 2.9; RXFP1 ag: 0.5%; D2 antag: 2.1; D1 agonist: 0.6; D1 PAM: -3.1; TRHR enhancer: 2.6; D2 potentiator: 12.0; RXFP1 antag: -30.0; D2 agonist: -0.3

How did CCOCCCNC(=O)CCc1ccc(S(=O)(=O)Nc2ccc(C)cc2)cc1 do in these assays?
D1 antag: -1.9; RXFP1 ag: 0.3%; D2 antag: -7.0; D1 agonist: 2.5; D1 PAM: -3.8; TRHR enhancer: -1.9; D2 potentiator: 2.4; RXFP1 antag: -3.6; D2 agonist: -0.4

What do the screens show for `CNC(=O)c1nc[nH]c1C(=O)NC`?
D1 antag: -1.3; RXFP1 ag: -0.8%; D2 antag: 22.4; D1 agonist: 0.7; D1 PAM: -3.2; TRHR enhancer: -3.5; D2 potentiator: 12.5; RXFP1 antag: -3.1; D2 agonist: 0.4

How did N=c1c(C(=O)NCCN2CCOCC2)cc2c(=O)n3ccccc3nc2n1CCc1ccccc1 do in these assays?
D1 antag: -1.3; RXFP1 ag: 16.3%; D2 antag: 11.2; D1 agonist: -0.7; D1 PAM: 3.0; TRHR enhancer: -5.3; D2 potentiator: 0.5; RXFP1 antag: 2.1; D2 agonist: 0.8

Results for O=C(N/N=C/c1ccccc1[N+](=O)[O-])c1cnccn1 ?
D1 antag: -0.6; RXFP1 ag: 2.8%; D2 antag: 2.1; D1 agonist: 0.7; D1 PAM: -4.1; TRHR enhancer: -6.5; D2 potentiator: -6.8; RXFP1 antag: 2.6; D2 agonist: 1.0

What do the screens show for `CCc1ccc(-c2cc(C)no2)cc1S(=O)(=O)N1CCOc2ccc(C)cc21`?
D1 antag: -12.3; RXFP1 ag: 0.0%; D2 antag: -4.3; D1 agonist: 2.8; D1 PAM: -1.4; TRHR enhancer: -1.9; D2 potentiator: 17.4; RXFP1 antag: -19.8; D2 agonist: 0.6

What do the screens show for `CC(C)NS(=O)(=O)c1ccc2c(c1)NCC2`?
D1 antag: -24.5; RXFP1 ag: -0.1%; D2 antag: 3.7; D1 agonist: 1.1; D1 PAM: 2.5; TRHR enhancer: 2.1; D2 potentiator: -5.1; RXFP1 antag: -0.4; D2 agonist: -0.2

Results for CCOC(=O)c1c(S(=O)(=O)N2CCCC(C(=O)Nc3cccc(C#N)c3)C2)c(C)n(C)c1C (configuration not stated) ?
D1 antag: 10.6; RXFP1 ag: -0.7%; D1 agonist: -1.1; D1 PAM: 0.9; TRHR enhancer: -3.0; D2 potentiator: -2.5; RXFP1 antag: -14.7; D2 agonist: 22.7

What do the screens show for `Cc1nonc1OCCNCc1c(C(=O)N(C)C)nc2ccc(Cl)cn12`?
D1 antag: 6.1; RXFP1 ag: 0.8%; D2 antag: 12.3; D1 agonist: 11.2; D1 PAM: -3.6; TRHR enhancer: 8.1; D2 potentiator: -4.6; RXFP1 antag: -20.8; D2 agonist: 4.1

What do the screens show for `CCn1c(=O)c2cc(C(=O)N3CCN(C)CC3)sc2c2ccccc21`?
D1 antag: 20.4; RXFP1 ag: 3.0%; D1 agonist: 1.8; D1 PAM: -3.6; TRHR enhancer: 0.5; RXFP1 antag: -4.9

Results for COc1cccc(-c2cc(C(=O)N3C(C)CCCC3C)no2)c1 (configuration not stated) ?
D1 antag: 9.4; RXFP1 ag: -1.5%; D2 antag: 8.5; D1 agonist: 4.3; D1 PAM: 3.2; TRHR enhancer: 8.9; D2 potentiator: 4.3; RXFP1 antag: -2.6; D2 agonist: -0.5

Results for O=C(COc1ccc([N+](=O)[O-])cc1)N/N=C/c1ccccn1 ?
D1 antag: 22.2; RXFP1 ag: 2.4%; D2 antag: 1.1; D1 agonist: 2.1; D1 PAM: 0.9; TRHR enhancer: 0.6; D2 potentiator: 16.7; RXFP1 antag: -1.6; D2 agonist: 0.0

Results for CCCn1c(N)c(N(CCOC)C(=O)CSCC(=O)Nc2ccc(C)cc2)c(=O)[nH]c1=O ?
D1 antag: -8.1; RXFP1 ag: 1.2%; D2 antag: -2.8; D1 agonist: 1.0; D1 PAM: 2.0; TRHR enhancer: 20.5; D2 potentiator: -4.9; RXFP1 antag: 2.2; D2 agonist: 0.3

How did O=C1CCC(=O)N1OCCOc1ccc2c(c1)CCC2 do in these assays?
D1 antag: -13.7; RXFP1 ag: 0.0%; D2 antag: 13.3; D1 agonist: -1.8; D1 PAM: -1.1; TRHR enhancer: 8.5; D2 potentiator: -8.9; RXFP1 antag: -10.0; D2 agonist: 0.2

What do the screens show for `CCS(=O)(=O)N1CCC(C(=O)NCCC2=CCCCC2)CC1`?
D1 antag: -2.8; RXFP1 ag: 0.8%; D2 antag: 8.8; D1 agonist: 4.9; D1 PAM: -6.8; TRHR enhancer: 5.6; D2 potentiator: 7.3; RXFP1 antag: -5.9; D2 agonist: -0.2

Results for Cc1cccc(C)c1NC(=O)Cn1c(=O)n(Cc2ccco2)c(=O)c2ccc(C(=O)NC3CCCC3)cc21 ?
D1 antag: 1.3; RXFP1 ag: 0.1%; D1 agonist: -1.2; D1 PAM: 1.9; TRHR enhancer: 4.9; D2 potentiator: 4.9; D2 agonist: 0.3

What do the screens show for `Cc1ccc(N2C(=O)c3ccc(N)cc3C2=O)cc1C`?
D1 antag: 19.5; RXFP1 ag: 0.0%; D2 antag: -16.6; D1 agonist: -0.3; D1 PAM: -6.8; TRHR enhancer: 1.2; D2 potentiator: -0.6; RXFP1 antag: 3.6; D2 agonist: 0.2

Results for CC(C)CSc1nnc2c(n1)[nH]c1ccccc12 ?
D1 antag: -4.5; RXFP1 ag: 0.0%; D2 antag: 10.8; D1 agonist: 0.6; D1 PAM: -8.3; TRHR enhancer: -1.6; D2 potentiator: 18.9; RXFP1 antag: -14.3; D2 agonist: 0.7

What do the screens show for `Cc1cc(C(=O)COC(=O)c2ccccc2O)c(C)n1CC1CCCO1` (configuration not stated)?
D1 antag: -7.2; RXFP1 ag: 0.9%; D2 antag: 0.7; D1 agonist: 6.8; D1 PAM: -4.6; TRHR enhancer: 3.4; D2 potentiator: -9.0; RXFP1 antag: -12.6; D2 agonist: -0.3

How did Cc1ccccc1-n1nc(CO)c(C(=O)NCC(c2ccccc2)c2ccccc2)n1 do in these assays?
D1 antag: -6.0; RXFP1 ag: 1.7%; D1 agonist: 7.4; D1 PAM: -1.6; TRHR enhancer: 1.4; RXFP1 antag: inconclusive; D2 agonist: 0.8

What do the screens show for `Cc1ccc(NC(=O)c2cc(=O)[nH]c3ccccc23)cc1`?
D1 antag: 34.6; RXFP1 ag: 3.8%; D2 antag: -5.7; D1 agonist: 3.0; D1 PAM: 0.2; TRHR enhancer: 2.1; D2 potentiator: 5.1; RXFP1 antag: 3.6; D2 agonist: -0.1

A portion of the library. The share of hits here may be higher or lower than overall.
